Source: PubChem BioAssay (National Center for Advancing Translational Sciences (NCATS))
AmpC det inh: inhibitors of E. coli AmpC beta-lactamase with detergent | purified AmpC, nitrocefin hydrolysis with detergent | Potency, µM (top dose mostly 28.7 µM), for the others: top-dose activity change, negative = inhibition | hit rate 0.09% among 71,000 | AID 584; active means well fitted curve in the direction sought with a large enough effect
Target sequence (P00811 whole entry, looked up): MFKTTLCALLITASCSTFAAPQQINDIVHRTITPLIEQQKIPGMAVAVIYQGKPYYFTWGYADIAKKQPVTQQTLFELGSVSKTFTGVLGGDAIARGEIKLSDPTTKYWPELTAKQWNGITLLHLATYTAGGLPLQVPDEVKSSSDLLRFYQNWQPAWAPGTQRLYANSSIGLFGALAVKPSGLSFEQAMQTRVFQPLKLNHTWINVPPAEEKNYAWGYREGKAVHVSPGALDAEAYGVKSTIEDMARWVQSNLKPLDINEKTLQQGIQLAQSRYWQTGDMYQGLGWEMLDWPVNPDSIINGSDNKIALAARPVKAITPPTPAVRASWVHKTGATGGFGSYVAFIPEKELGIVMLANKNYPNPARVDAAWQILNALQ
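E. coli AmpC (5.3 nM) in 20 mM phosphate pH 7.0 with 0.01% Triton X-100, preincubated 15 min RT with compound; nitrocefin (2 uL of 800 uM stock) hydrolysis followed by 480 nm absorbance every 20 s over 4 min.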
* hit, by the source's call; [ ] = dose if it differs, or a comment. On the % scale 0 is the no-effect control and ±100 the full control effect; potency means the concentration at half of the fitted maximal effect.

SMILES	AmpC det inh
CCN(CC)S(=O)(=O)c1ccc(NC(=O)CN(c2cccc(F)c2)S(C)(=O)=O)cc1	1%
COc1cccc(NC(=O)NCCCN2CCN(c3ccc(F)cc3)CC2)c1	-2%
c1ccc(N(c2ccccc2)c2nc(N3CCCC3)nc(-n3ccnc3)n2)cc1	-2%
Cc1ccc(-c2[nH]c(=O)n3ccncc23)s1	1%
O=C(CSc1nnnn1-c1ccccc1)N1CCN(C(=O)c2ccco2)CC1	12%
COc1ccc(CCNc2oc(COc3ccc(F)cc3)nc2C#N)cc1	-3%
Cc1ccccc1CN1C(=O)C(O)(CC(=O)c2ccncc2)c2ccccc21 (stereo not given)	5%
COC(=O)C1=CN(C(C)C)C=C(C(=O)OC)C1c1cc2c(cc1Br)OCO2	-5%
COc1ccc(C(=O)N2CCC3(CCCN(C(=O)NC(C)C)C3)CC2)cc1	1%
CC(=O)Oc1ccccc1N1C(=O)c2ccc(C(=O)O)cc2C1=O	-1%
CCc1nc(SCc2ccc(C(=O)OC)o2)c2c(=O)n(C)c(=O)n(C)c2n1	11%
CC(NC(=O)C1CC2CCCC(C1)C2=O)c1ccccc1 (stereo not given)	-2%
Cc1occc1-c1nnc(SCC(=O)NCCc2ccccc2)n1Cc1ccccc1	9%
O=C1Cn2c(nc3ccccc32)-c2ccccc2N1	-1%
COc1ccc(N(C)S(=O)(=O)c2cccc(C(=O)Nc3ccc(-n4cnnn4)cc3)c2)cc1	-5%
Cc1onc(-c2ccccc2Cl)c1C(=O)NCc1cccs1	-1%
O=S(=O)(Cc1ccc(Cl)cc1)Nc1ccc2c(c1)OCO2	-4%
Cc1ccccc1Cn1c(=O)n(CCCC(=O)NCc2ccco2)c(=O)c2ccccc21	11%
CCOC(=O)c1nn(-c2c(C)n(C)n(-c3ccccc3)c2=O)cc1O	-1%
Nc1c(C(=O)NCCN2CCOCC2)c2nc3ccccc3nc2n1Cc1ccco1	11%
Cc1ccc(N)c(C)c1	10%
O=C(O)CN(Cc1ccccc1)S(=O)(=O)c1ccc(F)cc1	-7%
CC(=O)OCCN(Cc1ccccc1)Cc1ccc2c(c1)OCO2	-2%
Cc1ccccc1-c1coc2cc(O)ccc2c1=O	-7%
O=C(NCCCN1CCCCCC1)c1ccc(CS(=O)(=O)Cc2ccccc2F)o1	10%
Cc1ccccc1Cn1ccc(NC(=O)c2nc3ncccn3n2)n1	-5%
COc1ccc(C(Cl)=C(c2ccc(OC)cc2)c2ccc(OC)cc2)cc1	12%
COc1ccc(Oc2ncc3nc(-c4cc(F)cc(F)c4)c(=O)n(C4CC4)c3n2)cc1	-6%
CCOc1ccccc1Oc1cn[nH]c1-c1ccc(OC)cc1O	-4%
CCC(=O)/C=C/C1C(C)=CCCC1(C)C (stereo not given)	6%
CCOc1ccc(S(=O)(=O)N2CCN(S(=O)(=O)c3ccc(OCC)cc3)C(C)C2)cc1 (stereo not given)	-4%
O=C(c1ccco1)N1CCN(C(=O)C2CCN(S(=O)(=O)Cc3ccccc3)CC2)CC1	13%
c1ccc2c(c1)nc(Nc1ccc3c(c1)OCO3)c1nnnn12	6%
CCOC(=O)CN1CC23C=CC(O2)C(C(=O)NCCc2ccccc2)C3C1=O (stereo not given)	6%
Cc1c(Cl)cccc1NC(=O)CN1CCN(CCO)CC1	-2%
COc1ccccc1-n1cnc2cc(C(=O)NCC3CCCO3)ccc21 (stereo not given)	-2%
CC(C)OC(=O)c1c(F)c(F)c(N2CCOCC2)c(F)c1F	-2%
CCOC(=O)c1cc2c(ccn2C)n1CC(=O)N1CCN(c2ccccc2)CC1	-5%
CCCN(C/C=C\I)[C@@H]1CCc2ccc(O)cc2C1	-3%
COc1ccc(OCc2nnc(SC3CCOC3=O)n2-c2ccccc2)cc1 (stereo not given)	-1%
C=CCN(CC(=O)NCc1ccccc1)C(=O)c1csnn1	6%
CCNc1nc(CC)nc2c1oc1ccccc12	-4%
CCOc1ccc(C(=O)N2CCc3cc(OC)c(OC)cc3C2)cc1OCC	-7%
O=C(CSc1ncnc2ccccc12)Nc1ccc2c(c1)OCO2	9%
c1ccc(N2CCN(c3nnc(Cc4cccnc4)c4ccccc34)CC2)nc1	-1%
COCCn1nnnc1C(c1cccc(OC)c1OC)N1CCN(C2CCCCC2)CC1 (stereo not given)	13%
O=C(O)Cc1coc(-c2ccc(F)cc2)n1	1%
Cc1oc(-c2ccccc2)cc1C(=O)Nc1cccc(C(=O)O)c1	-2%
CC(=O)Nc1ccc(S(=O)(=O)N2CCN(C34CC5CC(CC(C5)C3)C4)CC2)cc1	-4%
c1ccc(OCc2nn3c(Cn4nnc5ccccc54)nnc3s2)cc1	-4%
(cont.)
SMILES	AmpC det inh
COc1cccc(CN2CCN(C(=O)c3ccco3)CC2)c1OC	0%
O=C(CCCn1c(=S)[nH]c2cc3c(cc2c1=O)OCO3)NC1CC1	-2%
OC(Cc1nc2ccccc2[nH]1)c1ccccc1Cl (stereo not given)	-2%
Cc1ccc(-c2nn3c(C)nnc3s2)cc1N	-1%
O=C(NC1=NCCS1)c1cc2ccccc2o1	-1%
CC(=O)Nc1cccc(NC(=O)C2CC3CCC2C3)c1 (stereo not given)	5%
O=C(NCCN1CCOCC1)c1c(F)c(F)c(F)c(F)c1F	-2%
CCN(CC)CCN1C(=O)c2oc3ccccc3c(=O)c2C1c1ccccc1 (stereo not given)	-1%
Cc1nc(NC(=O)C2CC3CCCC(C2)C3=O)sc1C (stereo not given)	-2%
COc1ccc(NC2=C(C)C(=O)CC2)cc1	2%
CCCC(=O)Nc1ccccc1NC(=O)CCC	-2%
CCc1ccc2nc(NC3=NCN(CCCN4CCOCC4)CN3)nc(C)c2c1	-7%
Cc1occc1C(=O)NC(C)CCc1ccccc1 (stereo not given)	-5%
O=C(c1cc(C(F)(F)F)cc(C(F)(F)F)c1)N1CCC2(CCN(Cc3ccccc3)CC2)CC1	-3%
Cc1sc2ccccc2[n+]1CCC(=O)O	-4%[5.75 µM]
Cc1cc(NC(=O)CC(CN(C)S(=O)(=O)c2ccccc2)c2ccccc2)no1 (stereo not given)	0%
CCOc1cc(C2/C(=C(/O)c3ccc(OC(C)C)cc3)C(=O)C(=O)N2CCCOC)ccc1O (stereo not given)	-1%
O=C(OCC#CCSc1nnc(-c2ccncc2)o1)c1cccs1	1%
Cc1ccc(-n2sc3ccccc3c2=O)cc1S(=O)(=O)N1CCCCC1	-3%
CCOC(=O)c1c(NC(=O)CSc2nnnn2C)sc(C)c1C	-1%
COc1ccccc1N1CCN(CC(=O)c2ccc3ccn(C(C)=O)c3c2)CC1	11%
CCc1cc2c(cc3c(=O)n(CC(=O)N4CCN(c5ccccn5)CC4)nc(CC)n32)s1	-1%
O=C(O)C1CCN1C1CCCCC1 (stereo not given)	1%
COc1ccc(OC)c(C(=O)COC(=O)c2ccc(C)o2)c1	-4%
Cc1nc(N2CCN(c3ccccc3)CC2)nc2c1C(=O)CC(c1ccccc1)C2 (stereo not given)	-11%
CCCCCOc1ccc(NC(=O)CCCC(=O)O)cc1	-1%
O=c1cc(O)c2c(=O)n(-c3ccccc3)c3ccccc3c2o1	10%
CC(=O)c1nc(N2C(=O)C3CC=C(C)CC3C2=O)sc1C (stereo not given)	-2%
Cc1nonc1NC(=O)CSc1nnc(-c2ccoc2C)n1C	18%
O=C(COC(=O)c1ccc(S(=O)(=O)N2CCOCC2)cc1)Nc1nc(-c2ccccc2)cs1	10%
CCOc1ccc(N(CC(=O)Nc2ccccc2C)S(=O)(=O)c2c(C)noc2C)cc1	7%
Cn1c(=O)c2c(nc(CN3CCN(CCO)CC3)n2CCc2ccccc2)n(C)c1=O	5%
O=C(CCN1C(=O)c2ccccc2C1=O)Nc1ccncc1	0%
COc1ncc2nc(-c3cc(F)cc(F)c3)c(=O)n(Cc3cccs3)c2n1	-1%
NC[C@@H](Cc1ccccc1)P(=O)(O)O	2%[5.75 µM]
COc1ccc(N=C2SC(C(=O)O)CC(=O)N2Cc2ccc(OC)c(OC)c2)cc1 (stereo not given)	-2%
CC(=O)N1CCC2(CCCN(c3ccccn3)C2)CC1	0%
Cc1ccc(C2C3=C(CC(C)(C)CC3=O)Nc3n[nH]c(C)c32)cc1 (stereo not given)	15%
CC(C)OCCCN1C(=O)c2[nH]nc(-c3ccccc3O)c2C1c1cccc(Cl)c1 (stereo not given)	11%
O=C(NCc1nnc(SCC(=O)N2CCCCCC2)o1)c1ccco1	22%
CN1CCN(Cc2c(C#N)c3ccccc3n2C)CC1	-1%
COc1ccc(S(=O)(=O)Nc2ccccc2C(=O)OC2CCCN(C)C2)cc1OC (stereo not given)	-1%
O=C(OCCCCN1C(=O)c2ccccc2C1=O)c1n[nH]c2ccccc12	-3%
CCn1nc(NS(=O)(=O)c2ccccc2)c2cc3cccc(C)c3nc21	-9%
COc1ccccc1CN1CC[C@@]2(CCCN(C(=O)c3ccncc3)C2)C1	1%
O=C1c2oc3ccc(Br)cc3c(=O)c2C(c2cccc(F)c2)N1CCO (stereo not given)	-4%
CC(=O)N(C1=NCCCS1)c1ccc(F)cc1	11%
CC(=NCCCNC1CCCCC1)C1=C(O)CC(C)(C)CC1=O	8%
COc1ccccc1-n1c(CNC(=O)COc2ccccc2)n[nH]c1=S	-3%
O=C(OCn1nnc2ccccc2c1=O)C1=COCCO1	-1%
(next part)
SMILES	AmpC det inh
CCOc1ccc(S(=O)(=O)Nc2ccccc2C(=O)NCc2ccco2)cc1	-4%
COc1ccc(-c2nc(CSCC(=O)N3CCc4ccccc4C3)c(C)o2)cc1OC	7%
CCCCN(C)C(=O)c1sc2ncn(CC)c(=O)c2c1C	-2%
CC[C@H](CO)NC(=O)[C@H]1C=C2c3cccc4[nH]cc(c34)C[C@H]2N(C)C1	1%
CCN(CC)S(=O)(=O)c1ccc(-c2nnc(SCC(=O)Nc3nc(C)cs3)o2)cc1	15%
Cc1cc(C(=O)OCC(=O)c2c(N)n(C)c(=O)n(C)c2=O)c(C)o1	0%
COc1cc2c(cc1OC)-c1cc(NC3CCCCCCC3)nc(=O)n1CC2	-2%
CS(=O)(=O)N(CC(=O)Nc1cccnc1)c1ccc2c(c1)OCO2	-6%
CCCN1CCN(C(=O)CN2C(=O)CC(C)(C)S(=O)(=O)c3ccccc32)CC1	-3%
CCOC(=O)C1=C(c2ccccc2)Nc2ncnn2C1c1cccc(OC)c1OC (stereo not given)	-5%
COc1ncc2nc(-c3cc(F)cc(F)c3)c(=O)n(CCC#N)c2n1	1%
CCc1ccc(N2CC(C(=O)NCc3ccc4c(c3)OCO4)CC2=O)cc1 (stereo not given)	15%
CN1CCN(Cc2nc3c(c(=O)n(C)c(=O)n3C)n2CCCc2ccccc2)CC1	11%
Cc1ccc(C)c(N2CCN(C(=O)C3CCCN(S(=O)(=O)c4c(C)noc4C)C3)CC2)c1 (stereo not given)	10%
c1ccc(-n2nnc3ccccc32)nc1	-2%
COc1ccc(S(=O)(=O)N2CCN(c3ncnc4c(-c5ccccc5)nsc34)CC2)cc1	0%
c1ccc(-c2nc3cnccn3c2Nc2ccc3c(c2)OCCO3)cc1	9%
CCc1nc(SCC(=O)Nc2ccc(C(=O)O)cc2)n[nH]1	13%
O=C(Nc1ccc2c(c1)OCO2)c1cn(Cc2ccc(F)cc2)nn1	0%
COc1ccccc1OCC(=O)O	-3%
CC(=O)N1CCc2cc(Br)cc(S(=O)(=O)N3CCCCCC3)c21	-2%
Brc1ccc2oc3c(N4CCOCC4)ncnc3c2c1	0%
O=C1CC(c2cccc(Oc3ccccc3)c2)NC(=O)N1 (stereo not given)	-3%
COc1ccc(NC(=O)CSc2nnc(-c3ccc(C)cc3)n2N)cc1	-1%
Cc1ccc(-c2nn3c(C)nnc3s2)cc1NC(=O)c1ccc(OC(C)C)cc1	9%
COC(=O)c1nnn(Cc2ccccc2)c1N	-1%
COc1ccc(CCNC(=O)CSc2nc(-c3ccco3)cc(C(F)(F)F)n2)cc1	6%
Cc1onc(-c2ccccc2Cl)c1C(=O)OCC(=O)Nc1ccc2c(c1)OCO2	-1%

The list is partial. The share of hits here may be higher or lower than overall.
